From PubChem
MPTP inh – inhibitors of mitochondrial permeability transition pore; 360,000 compounds, 1.4% hits; AID 602449; isolated mouse mitochondria, Ca2+ swelling absorbance, 30 min; inhibition, % at 10 µM;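 active = inhibition of 50% or more, scaled per plate between neutral and stimulator controls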;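 note: 0% = DMSO wells given calcium and 100% = 1 mM EGTA wells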
mIAP block – mouse IAP inhibition; AID 2806; 330,000 compounds, 0.2% hits; inhibition, % at 10 µM; purified mouse IAP, CDP-Star luminescence, 30 min;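 active = inhibition of at least 40% at 10 µM in the primary screen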;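 note: plate controls were DMSO with enzyme for no effect and no enzyme wells for full effect; values of inactives mirror those of a sister screen read the other way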
APOBEC3G inh – inhibitors of human APOBEC3G DNA deaminase; recombinant A3G, ssDNA deamination FAM/TAMRA fluorescence; inhibition, % at 20 µM; 330,000 compounds, 0.28% hits;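 active = inhibition of at least 40% at 20 µM, with no more than 30% in the related APOBEC3A deaminase screen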;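 note: plate controls were DMSO wells with A3G for no effect and wells lacking A3G enzyme for full effect; some compounds called inactive have numbers as strong as hits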
Target sequence (Q9HC16 whole entry, looked up): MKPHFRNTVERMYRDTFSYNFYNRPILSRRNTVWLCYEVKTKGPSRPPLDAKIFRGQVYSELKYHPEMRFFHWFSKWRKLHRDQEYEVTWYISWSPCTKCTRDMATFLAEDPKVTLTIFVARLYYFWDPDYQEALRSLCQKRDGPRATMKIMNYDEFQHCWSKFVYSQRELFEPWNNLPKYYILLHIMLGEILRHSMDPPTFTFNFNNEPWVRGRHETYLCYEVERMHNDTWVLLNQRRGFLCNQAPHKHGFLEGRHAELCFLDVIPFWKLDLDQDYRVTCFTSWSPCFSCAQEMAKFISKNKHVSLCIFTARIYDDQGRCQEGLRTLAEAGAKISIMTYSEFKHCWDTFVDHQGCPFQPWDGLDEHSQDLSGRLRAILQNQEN
beta cell repl – induces beta-cell replication in MIN6 cells | MIN6 cells proliferation, ATPlite luminescence, 48 h; cells starved in 0.2% serum; 100% = growth in 10% serum | proliferation, % at 10 µM | 330,000 compounds, 0.29% hits | AID 2380;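 active = compounds whose signal lies at least 3.5 SD above the mean of all wells on their plate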;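 note: 0% = DMSO-treated cells in low-serum medium and 100% = 10% serum control; some compounds called inactive have numbers as strong as hits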
hIAP act – human IAP activation. activation factor at 10 µM. AID 2524. purified human IAP, CDP-Star luminescence, 30 min; active compounds read high; 1 = vehicle-only enzyme, 0 = enzyme-free background. 330,000 compounds, 0.16% hits. P09923;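 active = activation factor of the enzyme at least 2-fold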; note: the source names both 10 and 20 µM as test concentration; values of inactives mirror those of a sister screen read the other way
NR3A LBD binder – modulates the human NR3A ligand-binding domain; NR3A LBD differential scanning fluorimetry, Tm shift; 0% = protein alone, 100% = glycine-bound protein; Tm shift relative to glycine control, % at 25 µM; 340,000 compounds, 2.5% hits; AID 1259313;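 active = melting temperature shift of at least 10% of the positive control shift, at one fixed dose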
hIAP block – blocks human intestinal alkaline phosphatase; P09923; purified IAP, CDP-Star luminescence, 30 min; inhibition, % at 10 µM; 330,000 compounds, 0.12% hits; AID 2544;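 active = inhibition reaching a set limit with compound at 10 µM in the primary screen, cut at about 35% in these data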;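 note: plate controls were DMSO wells with enzyme for no effect and no-enzyme buffer wells for full effect; values of inactives mirror those of a sister screen read the other way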
mIAP activ – mouse IAP activation. activation factor at 10 µM. 330,000 compounds, 0.24% hits. AID 2805. muIAP, CDP-Star luminescence, 30 min; active compounds read high; 1 = vehicle-only enzyme signal, 0 = enzyme-free wells;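 active = activation factor of at least 2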; note: the source names both 10 and 20 µM as test concentration; values of inactives mirror those of a sister screen read the other way
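Assay system: mouse IAP enzyme; Reagent: CDP-Star chemiluminescent phosphatase substrate; Compound: DMSO-dissolved test compounds; Incubation: 30 min, room temperature; Technique: luminescence from enzymatic CDP-Star hydrolysis; Controls: DMSO-only wells and no-enzyme negative control.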
A3A deaminase – human APOBEC3A DNA deaminase inhibition; 330,000 compounds, 0.41% hits; inhibition, % at 20 µM; P31941; recombinant A3A, FAM/TAMRA ssDNA deamination fluorescence; AID 493011;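 active = at least 40% inhibition at 20 µM here, with at most 30% in a related deaminase screen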;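 note: plate controls were A3A with DMSO for no effect and wells lacking A3A enzyme for full effect; some results filed as inactive read as strong as hits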
Target sequence (P31941 whole entry, looked up): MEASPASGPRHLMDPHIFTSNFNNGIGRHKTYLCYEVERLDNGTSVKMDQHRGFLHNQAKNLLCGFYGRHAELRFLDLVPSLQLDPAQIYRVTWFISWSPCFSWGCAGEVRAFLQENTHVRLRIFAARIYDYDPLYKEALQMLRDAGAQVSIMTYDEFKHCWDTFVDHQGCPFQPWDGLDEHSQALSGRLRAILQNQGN
* hit, by the source's call; x = no result given.

SMILES,MPTP inh,mIAP block,APOBEC3G inh,beta cell repl,hIAP act,NR3A LBD binder,hIAP block,mIAP activ,A3A deaminase
CCCC(=O)N(Cc1cc(=O)[nH]c2ccccc12)c1ccc(C)cc1C,-0.3,3,-7,-4,1,-8,-3,0.97,-3
COc1ccccc1NS(=O)(=O)c1cccs1,-2.0,8,-6,0,0.86,-2,14,0.93,-1
CSc1ccc(-c2nc(CN3CCCCC3c3cccnc3)c(C)o2)cc1 (centres undefined),0.3,7,-2,-4,0.91,-2,9,0.93,6
Cc1nn(C2CCCCC2)c(N)c1-c1ccccc1,-2.4,-1,-2,-1,1.2,0,-18,1,-14
CCCCOc1ccc(-c2nnc(-c3cc[n+](C)cc3)o2)cc1,0.3,4,-3,-1,1,-1,-2,0.96,-1
CC(C)/C=C/CN1CCCC(N2CCN(c3cccc(Cl)c3)CC2)C1 (centres undefined),2.7,6,-2,-1,1.2,1,-22,0.94,2
COc1ccc(-c2csc(NC(=O)CSCC(=O)Nc3cc(C)on3)n2)c(OC)c1,-0.6,-2,-6,1,0.91,1,9,1,-2
O=C(CC1C(=O)NCCN1Cc1ccc(F)cc1)NCCN1CCCc2ccccc21 (centres undefined),1.5,11,-8,0,0.9,0,10,0.89,-5
CC(C)c1ccc(-c2cc(C(=O)N3CCOCC3)c3cc(Br)ccc3n2)cc1,0.7,9,2,-7,0.93,19*,7,0.91,-4
CCOC(=O)C(=O)/C(C#N)=C/Nc1ccc(F)cc1,-2.0,-5,5,1,1.1,2,-6,1.1,0
COCCN1C(=O)N[C@@H](c2cccc(C(F)(F)F)c2)[C@@H](C(=O)OC)[C@H]1C,-0.1,4,-5,0,1.1,-1,-9,0.96,-1
O=C(Nc1nc(-c2ccccn2)cs1)c1ccc([N+](=O)[O-])o1,0.3,8,27,-5,1.2,-5,-16,0.92,10
CC(C)c1ccc(/C=C2\SC(N3CCOCC3)=NC2=O)cc1,2.8,10,7,-3,1.2,0,-20,0.9,3
COc1ccc(NC(=O)CC(C)n2ccnc2)cc1 (centres undefined),-0.1,1,-6,-2,1,0,-2,0.99,-2
Cc1c(OCC(=O)NCc2ccncc2)ccc2c3c(c(=O)oc12)CCCC3,-1.5,4,-3,0,1.2,-3,-21,0.96,-2

Reformatted with each value named: entries from further up.
CCCC(=O)N(Cc1cc(=O)[nH]c2ccccc12)c1ccc(C)cc1C
  MPTP inh: -0.3	mIAP block: 3	APOBEC3G inh: -7	beta cell repl: -4	hIAP act: 1	NR3A LBD binder: -8	hIAP block: -3	mIAP activ: 0.97	A3A deaminase: -3
COc1ccccc1NS(=O)(=O)c1cccs1
  MPTP inh: -2.0	mIAP block: 8	APOBEC3G inh: -6	beta cell repl: 0	hIAP act: 0.86	NR3A LBD binder: -2	hIAP block: 14	mIAP activ: 0.93	A3A deaminase: -1

The list goes on:
SMILES,MPTP inh,mIAP block,APOBEC3G inh,beta cell repl,hIAP act,NR3A LBD binder,hIAP block,mIAP activ,A3A deaminase
O=C(Cn1nnc(-c2ccccc2-n2cnnn2)n1)c1ccccc1,1.7,-2,-8,-2,1.7,3,-70,1,-4
COc1ccc(/C=C/C(=O)NC(=S)Nc2ccc(S(N)(=O)=O)cc2)cc1OC,-1.0,8,-1,-3,1,-4,0,0.92,-3
CCOC(=O)CN(C(=O)CNC(=O)c1cccs1)C(C(=O)NC1CCCCC1)c1cccs1 (centres undefined),-1.4,-14,1,-2,1,0,0,1.1,0
CC1CN(S(=O)(=O)c2cccc(C(=O)OCCOc3ccccc3)c2)CC(C)O1 (centres undefined),3.8,10,5,-2,0.88,-4,12,0.9,4
O=C(CN1C(=O)NC2(CCCC2)C1=O)Nc1nc2ccccc2[nH]1,-1.0,16,-4,0,0.97,-1,3,0.84,-1
O=C(CN1C(=O)NC(c2ccccc2)(c2ccccc2)C1=O)NCc1ccccc1,-1.5,-1,-5,-3,0.84,0,16,1,0
COc1ccccc1CN1CCN(Cc2ccco2)CC1,-1.2,-6,-9,-2,0.92,-1,8,1.1,-5
O=C(Nc1ccc(F)cc1)c1ccccc1CC[N+](=O)[O-],1.1,-5,-10,-1,0.86,-4,14,1,-2
COC(=O)c1c(C)nn(-c2ccc(OC(F)(F)F)cc2)c1-c1snnc1C,6.6,-3,3,-1,1.2,-2,-17,1,-6
CCOC(=O)c1[nH]c(C)c(C(=O)N2CCc3c([nH]c4ccccc34)C2c2ccccn2)c1C (centres undefined),2.5,-5,-6,-2,0.98,-1,2,1,-1
O=C(OCC(=O)N1CCCC1)c1cc(Br)ccc1Cl,0.1,-5,-2,1,1.1,2,-15,1,-1
O=C(CSCc1cccc(F)c1)N1CCN(c2ccccc2)CC1,-0.8,1,-4,-2,0.91,0,9,0.99,1
CCCCNC(=O)c1onc(CSc2ccc(Cl)cc2)c1C(=O)O,3.5,-4,13,0,0.97,-8,3,1,2
Cc1cccc(C)c1NC(=O)CN(C)C(=O)COc1cccc2c1OC(C)(C)C2,-0.7,-4,3,-1,1.1,3,-12,1,9
O=C(N/N=C/C(Br)=C\c1ccccc1)c1ccc2nc[nH]c2c1,0.7,9,-3,0,1.4,15*,-40,0.91,-3
O=C(Nc1ccc(F)cc1)NC1CCN(Cc2nnnn2Cc2ccco2)CC1,13,-13,1,-2,0.98,-8,2,1.1,8
O=C1NC2(CCCCCC2)C(=O)N1Cc1cccc([N+](=O)[O-])c1,-0.5,-4,-10,0,1.1,-4,-10,1,-1
CCc1ccc(C(CNC(=O)c2ccc3c(=O)n(-c4ccccc4F)c(=S)[nH]c3c2)N(C)C)cc1 (centres undefined),-0.2,-1,-1,-7,1,-5,0,1,3
NC(=O)COC(=O)c1ccccc1SCC(=O)NC1CCCCCCC1,-0.9,-6,-8,-5,1.1,-1,-12,1.1,4
O=C(O)c1ccc(NS(=O)(=O)c2cccc(C(=O)Nc3cccc(C(=O)O)c3)c2)cc1,4.1,0,-1,0,1,1,-1,1,0
COc1ccc(CCN(Cc2cccs2)S(=O)(=O)c2ccc(-n3cnnn3)cc2)cc1OC,4.0,3,0,1,0.98,3,2,0.97,1
Cc1cccc(NC(=S)NC(=O)c2cc(-c3ccccc3)nc3ccccc23)c1,3.3,22,-3,-2,0.92,-3,8,0.78,-1
Cc1cc(Nc2ccccc2)nc(N)n1,-0.6,0,-6,-2,1.1,0,-11,1,-4
COc1cccc(NC(=O)CCNC(=O)C2CCN(S(=O)(=O)c3ccc(F)cc3)CC2)c1,-1.4,4,-7,1,0.84,1,16,0.95,-6
O=C1N2CN(C(c3ccccc3)c3ccccc3)CN=C2SC1(CO)CO,-0.5,-4,-6,0,0.87,0,13,1,-4
Cc1ccc(S(=O)(=O)Oc2ccc(/C=N/N=C3/NC(=O)C(CC(=O)O)S3)cc2)cc1 (centres undefined),-2.8,0,-6,-3,1,-1,-1,1,0
O=c1cc(CN2CCc3ccccc32)nc2sccn12,1.7,30,0,2,1,-11,-2,0.69,2
O=C(CS(=O)(=O)c1ccc2ccccc2c1)Nc1ccccc1Cl,-2.6,6,-4,0,0.93,-5,7,0.94,0
CCN(CC)CCCNC(=O)c1ccc2c(=O)n(Cc3ccc4c(c3)OCO4)c(=S)[nH]c2c1,-1.1,2,-5,-7,0.95,1,5,0.98,0
CCOC(=O)CCc1c(C)c(C#N)c2nc3ccccc3n2c1-n1ccnc1,-6.1,-6,-4,2,1.2,0,-15,1.1,4
Cc1ccc2c(c1)c1nnc(SCC(=O)N3CCCc4ccccc43)nc1n2CC(=O)O,0.9,-2,-1,-3,1,-1,-2,1,-2
Cc1ccc(NC(=O)N2CCCCCC2)cc1C,-0.9,0,1,-3,0.81,-1,19,1,1
CC(=O)Nc1cccc(NC(=O)c2cccc(OCc3ccccc3)c2)c1,1.2,-12,-7,1,1.1,1,-6,1.1,-3
CCCC(=O)Nc1ccccc1NC(=O)C1CCCCC1,1.5,-9,-9,6,1.1,-2,-10,1.1,0
Cc1ccc(S(=O)(=O)/N=C2/NC(=O)/C(=C\c3ccco3)S2)cc1,-3.5,40*,10,-3,0.92,-6,8,0.6,19
O=C(Cn1nnc2ccccc21)OCC(=O)c1ccc(Cl)cc1,x,3,0,-1,0.97,x,3,0.97,5
CCOc1cc(/C=N/N=C2/NC(=O)C(CC(=O)O)S2)ccc1OCc1ccccc1Cl (centres undefined),5.8,-2,-8,-3,1.2,2,-19,1,-5
Cn1c(CN2CCN(CC#N)CC2)c(C#N)c2ccccc21,-2.3,1,-3,-2,0.8,0,20,0.99,-1
O=S(=O)(CCn1cccc1)CCn1cccc1,-0.8,4,-3,-3,1,-1,-3,0.96,-1
O=C1NC[C@H](Cc2ccccc2)N(CC2CCCCC2)C1=O,-2.6,-7,-5,0,0.83,0,17,1.1,-2
Cc1ccccc1NC(=O)c1nn(-c2ccc(F)c(F)c2)ccc1=O,-0.1,-3,-1,1,1,-1,-2,1,-28
N#C/C(=C\Nc1ccc(Cl)cn1)S(=O)(=O)c1ccccn1,3.5,0,-2,4,0.89,0,11,1,0
CCN1C(=O)CS/C1=N\c1nccs1,-6.2,-2,-5,-3,0.74,-1,26,1,-1
CCn1c(SCC(=O)c2ccc(NC(C)=O)c(OC)c2)nnc1-c1ccc(NS(C)(=O)=O)cc1,-0.5,-12,-9,-1,1,0,-3,1.1,2
CCCCNC(=O)[C@@H]1CSC2c3ccc(OC)c(OC)c3C(=O)N21 (some centres undefined),-0.6,10,-7,-1,1.1,-1,-14,0.9,-2
CCN(CC)S(=O)(=O)c1ccc(OC)c(NC(=S)Nc2ccc(C)c(C)c2)c1,-5.3,-12,-12,-6,0.9,-4,10,1.1,0
O=C(Nc1ccon1)Nc1cc(Cl)ccc1Cl,0.1,-14,-9,0,0.98,-10,2,1.1,-2
CCOC(=O)CNC(=S)N(CCCN1CCCC1)Cc1cccs1,-0.8,0,3,-3,0.94,-3,6,0.99,2
O=C(O)CCS(=O)(=O)c1nc(-c2cccs2)cc(C(F)(F)F)n1,-2.1,2,0,-4,0.97,0,3,0.97,0
Cc1ccc(Cc2nc(-c3cccnc3)no2)cc1,0.7,4,-9,-1,1.1,0,-6,0.96,-3
COc1cc(-c2ccc3oc(-c4ccsc4)c(C#CC4(O)CCCCC4)c3c2)cc(OC)c1OC,0.7,10,-6,-8,1,-1,-4,0.9,1
CCCCC(NC(=O)c1ccc(C#N)cc1)C(=O)NCCC (centres undefined),10,5,-9,2,0.81,-1,19,0.95,0
O=C(Cn1ncc2c3ccccc3n(Cc3ccccc3)c2c1=O)NCCCN1CCCC1,-1.2,-8,-8,-3,1,-1,-5,1.1,1
CS(=O)(=O)c1ccc(C(=O)Nc2ccc(S(=O)(=O)N3CCCCC3)cc2)cc1,-0.9,9,1,2,1.1,7,-5,0.91,7
O=C(NCc1ccccc1)c1ccc(CN2CCC(Cc3ccccc3)CC2)cc1,-0.5,-22,3,-2,1.1,-1,-15,1.2,1
N#CCSc1nnc(CNc2cccc(Cl)c2)o1,0.6,8,-2,0,0.98,14*,2,0.92,0
CCc1ccc(N2CC(C(=O)OCC(=O)Nc3ccccc3C)CC2=O)cc1 (centres undefined),-0.7,-1,2,1,1.1,-2,-9,1,3
CCC(=O)O/N=C(\N)c1ccc(Oc2cc(C)c(Cl)c(C)c2)c([N+](=O)[O-])c1,5.2,12,-3,0,1,-6,-2,0.88,-1
COc1ccc(-n2ccc(=O)c(C(=O)Nc3ccc(S(=O)(=O)Nc4nccs4)cc3)n2)cc1,1.8,-8,3,-2,1.4,-4,-36,1.1,3
